# Screens as filed in PubChem BioAssay.
# Rtt109 HAT inh: inhibitors of Candida albicans Rtt109/Vps75 histone acetyltransferase. purified Rtt109/Vps75, ThioGlo CoA-SH fluorescence, 4 h. inhibition, % at 34.9 µM. 330,000 tested, 0.16% active;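 active = inhibition of at least 50% in every replicate; inconclusive = best replicate reaches 50% inhibition but some replicates fall short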
# PvdQ inh: blocks Pseudomonas aeruginosa PvdQ acylase activity | purified PvdQ acylase, fluorescence plate reader | inhibition, % at 10 µM | 340,000 tested, 0.063% active | AID 488965; in the data active = inhibition above about 30%, passing the limit was not always enough; inconclusive = no clear call, values can overlap the other calls;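 also: 0% = vehicle neutral wells and 100% = reference inhibitor wells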
# Cardiac RTF inh: cardiac RTF calcium desensitization. P19429+P45379. IANBD-labeled cardiac RTF, Ca2+ fluorescence. inhibition, % at 7.15 µM. 340,000 tested, 0.12% active. AID 493244;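 active = inhibition above the mean inhibition of all tested compounds plus 3 SD, cut at about 17% in these data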;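 also: assay run at fixed EC70 calcium of 1.6 mM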
# LANA DNA inh: inhibitors of KSHV LANA C-terminal domain DNA binding; MBP-C-LANA/FAM-LBS DNA binding, fluorescence polarization; inhibition, % at 9 µM; 340,000 tested, 0.078% active; AID 504423;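 active = highest replicate inhibition at or above 60% at 9 µM, even if other replicates fall short; inactive = all replicates below 60% inhibition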;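 also: 0% = neutral control wells and 100% = 4 µM acridine orange control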
# RTF Ca sens act: cardiac RTF calcium sensitization. P19429+P45379. IANBD-labeled TnC RTF fluorescence at EC20 calcium; 0% EC20 calcium, 100% full calcium. activation, % at 7.2 µM. 340,000 tested, 0.24% active. AID 493008;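 active = activation above the mean over all tested compounds plus 3 SD, cut at about 30% in these data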;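 also: rise in fluorescence read as greater calcium sensitivity of cardiac thin filaments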
# dFosB act: activators of mouse delta FosB homodimer; purified delta FosB, TAMRA-CDK5 oligo fluorescence polarization; percent of positive-control signal above neutral wells; P13346; 340,000 tested, 0.99% active; activation, % at 25 µM; AID 493131;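 active = mean activation above about 17%, with every replicate also reaching it, limit read from the data, passing the limit was not always enough; inconclusive = only one of the two conditions met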;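 also: fluorescence polarization rise as delta FosB binds a TAMRA Cdk5 AP-1 oligo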
# Target sequence (P13346 whole entry, looked up): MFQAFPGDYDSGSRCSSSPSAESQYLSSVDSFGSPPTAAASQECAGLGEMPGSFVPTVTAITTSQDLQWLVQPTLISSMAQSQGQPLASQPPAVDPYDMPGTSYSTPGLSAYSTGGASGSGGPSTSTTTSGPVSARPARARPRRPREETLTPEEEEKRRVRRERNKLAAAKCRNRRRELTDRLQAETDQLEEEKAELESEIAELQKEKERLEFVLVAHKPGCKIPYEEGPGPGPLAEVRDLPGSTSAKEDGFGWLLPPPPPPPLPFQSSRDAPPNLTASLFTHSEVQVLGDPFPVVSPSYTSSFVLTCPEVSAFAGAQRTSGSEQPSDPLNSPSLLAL
# Keap1 Nrf2 FP: disrupts human Keap1 binding to Nrf2 peptide; Keap1 Kelch-Nrf2 peptide fluorescence polarization, 1536-well; 340,000 tested, 0.15% active; inhibition, % at 9.4 µM; in the data active = inhibition above about 12%; inconclusive = no clear call, values can overlap the other calls; inactive = below about 7.3%;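 also: human Keap1 Kelch domain with fluorescein labeled Nrf2 9mer peptide probe; 0% = neutral control wells and 100% = peptide positive control; higher means more block of Keap1 binding to Nrf2 peptide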
# CDK5 inh: inhibitors of human CDK5/p35 kinase. 330,000 tested, 0.01% active. inhibition, % at 10 µM. Q00535+Q15078. Recombinant CDK5/p35, ADP-Glo luminescence, 60 min. AID 488839;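 active = highest replicate inhibition of at least 50% and at least 75% of replicates reaching 50%; inconclusive = only one of the two criteria met; inactive = both criteria failed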;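 also: plate controls were DMSO neutral control for no effect and GW8510 at 10 µM for full effect; many of its hits are not listed in these tables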
# Target sequence (Q00535 whole entry, looked up): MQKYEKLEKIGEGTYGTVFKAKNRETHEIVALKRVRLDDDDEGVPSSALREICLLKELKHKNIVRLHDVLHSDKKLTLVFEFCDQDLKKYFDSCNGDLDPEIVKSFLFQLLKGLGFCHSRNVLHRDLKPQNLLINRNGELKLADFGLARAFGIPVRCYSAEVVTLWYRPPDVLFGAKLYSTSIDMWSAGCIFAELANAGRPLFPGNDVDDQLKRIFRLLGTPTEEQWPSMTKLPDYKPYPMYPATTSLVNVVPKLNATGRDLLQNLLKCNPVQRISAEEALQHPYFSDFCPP
# Target sequence (Q15078 whole entry, looked up): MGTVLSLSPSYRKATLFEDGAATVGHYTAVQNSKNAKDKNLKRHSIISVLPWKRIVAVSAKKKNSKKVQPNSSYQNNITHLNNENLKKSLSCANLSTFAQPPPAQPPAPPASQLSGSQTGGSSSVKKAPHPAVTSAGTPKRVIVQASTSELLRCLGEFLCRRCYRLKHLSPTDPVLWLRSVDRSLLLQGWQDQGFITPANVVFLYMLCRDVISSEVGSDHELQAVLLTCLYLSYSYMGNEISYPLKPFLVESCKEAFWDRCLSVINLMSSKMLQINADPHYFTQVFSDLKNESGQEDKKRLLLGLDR
# NSD2 HMT inh: blocks human histone methyltransferase NSD2; 310,000 tested, 0.54% active; inhibition, % at 12.5 µM; O96028; AID 743445; NSD2 peptide methylation, AlphaScreen, 120 min; in the data active = inhibition above about 50%
# Mot1-301 SUMO: blocks SUMOylation pathway, rescuing yeast Mot1-301 growth | growth rescue, % at 18.8 µM | 320,000 tested, 1% active | S. cerevisiae Mot1-301 growth rescue, ATP luminescence, 38.5C; percent above DMSO median, 100 means doubled;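 active = every valid replicate shows activation above 250% relative to neutral control wells; inactive = the rest, any valid replicate at or below 250%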;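 also: OY570 slx delta 5 strain wells were the positive control but not used for scaling; some compounds called inactive have numbers as strong as hits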
# PfHsp90 set2: reduces growth (ATP signal) of yeast expressing P. falciparum Hsp90 | S. cerevisiae expressing PfHsp90, BacTiter-Glo ATP, 48 h; yeast lacking PDR1 and PDR3 efflux regulators | inhibition, % at 9.4 µM | 310,000 tested, 0.32% active | AID 504621;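 active = every replicate shows inhibition above about 80%, whatever the replicate mean, limit read from the data; inconclusive = mean inhibition reaches the set limit but some replicate falls short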;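 also: 0% = DMSO neutral controls and 100% = 20 µM radicicol positive controls; yeast relying on Plasmodium falciparum Hsp90 in place of its own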
# * = called active by the depositor; ? = inconclusive; . = not tested or not shown; & = joins results of further samples.
smiles,Rtt109 HAT inh,PvdQ inh,Cardiac RTF inh,LANA DNA inh,RTF Ca sens act,dFosB act,Keap1 Nrf2 FP,CDK5 inh,NSD2 HMT inh,Mot1-301 SUMO,PfHsp90 set2
Cc1nc(SCC(=O)NC2CCCC2)[nH]c(=O)c1C,-5,-12,-3,0.3,2,0,-7,-1.0,-2,5,17
O=C(Cn1[nH]c(=O)c2ccccc2c1=O)OCC(=O)c1ccccc1Cl,16,9,-5,-0.8,-5,-1,-4,1.8,0,-13,.
CCOC(=O)CN1C(=O)N[C@@H](c2ccccc2)C(C(C)=O)=C1C,-1,1,4,0.7,-7,0,3,0.1,.,9,9
CC(C)(C)c1csc(SCC(=O)Nc2ccc(Cl)cn2)n1,3,-5,-10,-1.4,4,-1,-2,0.8,-4,-10,0
COc1ccc2c(c1)N(C[C@H](C)CN(C)C)c1ccccc1S2,4,-4,-8,-1.5,2,-11,-4,1.8,.,.,6
Cc1oc2c(CN3CCOCC3)c(O)ccc2c(=O)c1-c1ccc(Br)cc1,-12,-5,-3,0.1,-3,2,2,-0.8,-3,66,-5
COc1ccc(NC(=O)CN(C)S(=O)(=O)c2ccc3c(c2)CC(C)N3C(C)=O)cc1OC (centres undefined),5,-11,-2,-0.1,-3,-4,0,-0.8,5,-15,-11
CC(=O)c1ccccc1OCCOCCOc1ccccc1C(C)=O,4,-3,-10,5.4,-6,0,-2,-0.2,-4,-3,.
CC(NC(=O)C1(S(=O)(=O)c2ccc(Cl)cc2)CC1)c1ccccc1 (centres undefined),-12,18,-6,1.4,2,2,1,0.2,-3,-13,12
Cc1ccn2c(NC3CCCC3)c(-c3ccncc3)nc2c1,7,-18,-20,-0.8,2,-1,-3,1.7,-2,0,-26
O=C(NC1CCN(Cc2ccccc2)CC1)c1ccc(Cl)cc1Cl,0,6,1,0.8,2,3,1,1.4,-3,221,13
CCCC(=O)N(Cc1cccnc1)c1nc2c(OC)ccc(Cl)c2s1,5,0,-1,-0.4,5,-5,-4,-0.1,-3,22,-6
O=C(Cc1ccccc1)Nc1ccc2[nH]ncc2c1,-1,1,-11,0.3,-4,-1,-3,-0.9,-10,28,-8
COCCn1c(SCC(=O)Nc2cc(C(C)(C)C)nn2-c2ccccc2)nnc1-c1ccncc1,2,7,8,0.3,5,2,-1,1.9,-3,-21,-10
COc1ccc(CCNC(=O)Cc2cc3c(cc2[N+](=O)[O-])OCO3)cc1OC,1,-11,-6,-0.9,-6,2,0,-0.1,1,.,-3
O=C(CSc1nnnn1-c1ccc(F)cc1)Nc1ccc(N2CCOCC2)c(Cl)c1,16,-6,-7,-1.1,-4,-9,2,-0.1,1,14,.
Cc1ccc(C(=O)N(C)Cc2nc3ccccc3c(=O)[nH]2)cc1NC(=O)c1ccco1,11,8,-5,.,3,-3,4,0.0,0,-1,-5
Cc1ccc(S(=O)(=O)/N=C(/Nc2ccccn2)c2ccc(Cl)cc2)cc1,-1,-12,-10,0.6,5,-13,1,1.1,1,380,-25
Cc1nc(C)c(C(=O)Nc2ncc([N+](=O)[O-])s2)o1,15,12,10,4.3,0,-17,-5,1.1,50*,-10,20
COCc1cccc(C2=CC(=O)C[C@H](c3ccc(F)cc3)C2)c1,-3,-9,4,-0.9,4,-3,-10,1.3,.,-5,-38
N#CC1=C(N)SC(N)=C(C#N)C1c1c(Cl)cccc1Cl,12,-12,-36,-4.3,11,-20,-24,3.9,2,-27,.
CC(=O)N1c2ccc(S(=O)(=O)N3CCC(C(=O)N4CC(C)CC(C)C4)CC3)cc2CC1C (centres undefined),9,3,-8,-1.0,-7,-10,-4,-0.2,0,-2,5
COc1ccc(NC(=O)NCCN2CCCCC2)cc1,0,0,3,-1.3,-3,-1,-2,0.2,-2,-1,7
O=C(COC(=O)Cc1ccc([N+](=O)[O-])cc1)NC1CCCCCC1,1,-8,-1,-0.7,3,-7,-6,0.7,0,1,19
COc1ccc(C=O)cc1Cn1ccnc1C,-2,-14,-10,1.9,3,-8,-3,0.5,-1,7,-31
O=C(C(Cc1ccccc1)n1cccc1)N1CCN(c2ccccc2)CC1 (centres undefined),-12,-13,-1,-0.3,10,-7,2,-0.1,.,-23,-12
COCCOC(=O)C1=C(C)N=C2SCCC(=O)N2C1c1cccc(Br)c1 (centres undefined),-5,3,-6,0.2,1,1,4,5.6,-1,-31,.
COc1ccccc1-c1nnc(NC(=O)c2ccc3c(c2)OCO3)s1,-5,-10,-4,-0.5,-5,59*,-2,-1.0,-1,-7,29
CCCCC(=O)NC(=S)Nc1cccc(NC(=O)c2ccccc2)c1,7,19,-1,-1.2,-2,1,-5,1.8,2,4,10
COCCn1nnnc1C(CC(C)C)N1CCN(c2nc3ccccc3s2)CC1 (centres undefined),5,-14,-2,-0.6,-1,-18,2,0.1,8,77,2
CC(C)OC(=O)C1CC=CCC1C(=O)Nc1ccc(Cl)cc1 (centres undefined),18,10,-2,1.9,1,-5,-3,1.3,-1,3,-7
Cc1ccnc2nc(C(=O)OCC(=O)NCc3cccc(Cl)c3)nn12,7,-9,-8,0.3,-5,-7,0,0.3,36,1,18
Cc1cccc(C(=O)O/N=C2\CCS(=O)(=O)c3sccc32)c1,-5,18,-8,-1.0,-12,0,3,1.0,21,10,9
COc1ccc(/C=N/NC(=O)CN2CCSCC2)cc1C,3,14,-6,-0.4,1,-1,-4,0.5,0,7,21
CC1CCN(C(=O)c2ccc3c(c2NCCO)C(=O)c2ccccc2C3=O)CC1,-4,21,3,1.2,-4,3,1,2.3,.,71,.
C=CCNc1nc2c(c(=O)n(C)c(=O)n2C)n1CC,-5,-17,-8,0.2,0,-3,-1,-1.9,.,5,3
Cc1ccccc1S(=O)(=O)Cc1ccc(C(=O)NC2CCC(C)CC2)o1 (centres undefined),-3,-14,-6,0.1,2,-13,-1,2.9,2,-5,-6
COc1ccc(-c2n[nH]c(=S)n2-c2ccc(Br)cc2)cc1OC,1,-10,-13,3.6,-3,1,5,0.5,0,-22,-4
Cn1c(N2CCCC2)nc2c1c(=O)n(Cc1cccc(F)c1)c(=O)n2C,-1,-4,-2,-1.4,1,-6,-2,-1.5,3,-1,-46
Cc1nc2c(C)cccn2c(=O)c1NC(=O)c1ccco1,0,-6,-4,1.4,4,1,1,-0.6,-2,73,4
COc1cccc(NC(=O)COc2nc3ccccc3nc2C)c1,0,-24,-2,-0.3,1,-3,-8,-3.5,-2,-4,0
OCCNc1nc(N2CCCCC2)nc2ccccc12,-2,-14,-11,-2.3,1,-3,-9,1.5,-2,-5,-42
COc1ccc(-c2nnc(SCC(=O)NC3CCCCC3)o2)cc1OC,9,3,5,0.1,2,-12,-3,-0.2,.,-6,-13
O=C(CCCN1C(=O)c2ccccc2C1=O)Oc1ccc(Cl)cc1,3,9,-10,-0.5,3,-2,-3,1.1,-6,152,-21
C(=C\c1ccccc1)/C=N/Nc1nc2ccccc2s1,3,-9,3,0.3,3,-3,-1,-0.7,-3,88,0
O=c1/c(=C\c2cc([N+](=O)[O-])cc([N+](=O)[O-])c2O)sc2nc3ccccc3n12,14,4,5,-1.8,12,-36,-24,-0.3,.,3,-47
NS(=O)(=O)c1ccc(N2CCOCC2)c(C(=O)NCc2cccs2)c1,15,?,2,-2.8,-4,3,-1,0.2,-1,9,-10
Cc1ccc(-c2cc(C(=O)O)c3cc(Br)ccc3n2)s1,-20&-5,-11&-19,0&-2,-0.4&1.7,4&-6,-2&-8,-7&-8,-3.9&-4.3,-1&-1,-11&0,20&22
NC(=O)C1(N2CCCCC2)CCN(CC(=O)Nc2ccccc2Sc2ccccc2)CC1,-7,-12,-9,0.5,10,-9,1,-1.8,0,5,9
COCC1CCCN(C(=O)c2cc(COc3cncc(Cl)c3)on2)C1 (centres undefined),-3,-6,2,2.5,-8,-4,-3,-1.2,-2,-4,-2

# New compounds follow.
smiles,Rtt109 HAT inh,PvdQ inh,Cardiac RTF inh,LANA DNA inh,RTF Ca sens act,dFosB act,Keap1 Nrf2 FP,CDK5 inh,NSD2 HMT inh,Mot1-301 SUMO,PfHsp90 set2
COc1ccc(CNC(=O)COC(=O)C2=Cc3ccccc3OC2)cc1,7,-6,0,-0.7,-10,-11,-3,3.3,.,.,-3
COc1ccc(NC(=O)c2ccco2)cc1NC(=O)COc1ccccc1[N+](=O)[O-],-4,-15,-2,0.7,-1,-1,-6,-0.4,-1,1,-23
Cc1nc(-c2ccccc2)sc1C1(C)CC(c2ccc(OC(F)(F)F)cc2)=NO1 (centres undefined),0,1,-1,-0.8,11,-1,-8,-6.3,.,281,0
O=C(CBr)c1ccc([N+](=O)[O-])c(CS(=O)(=O)c2ccc(Cl)cc2)c1,-14,-27,-8,-1.7,3,-4,-4,0.0,.,-6,-2
C/C(=N\Nc1ccc(S(=O)(=O)Nc2ccc(Cl)cc2)cc1[N+](=O)[O-])c1ccc(N2CCOCC2)cc1,-7,4,-7,-0.1,-15,-15,-5,-1.6,-1,-8,21
Cc1cc(C(=O)Nc2ccccc2C)c2ccccc2n1,1,-13,-11,0.2,1,2,0,0.2,-1,-3,-9
O=C1CCN(CCc2ccccc2)CCN1[C@H](CSc1ccccc1)c1ccccc1,22,-19,-9,-0.6,12,-6,-3,0.8,.,-11,6
Nc1nnn(CC(=O)N/N=C/c2cccc(Cl)c2)n1,-15,5,-1,-1.6,-4,-4,0,7.5,-1,2,1
O=[N+]([O-])c1cccnc1NCCNc1ncc(C(F)(F)F)cc1Cl,-17,6,6,1.5,-7,-5,3,-1.1,0,-9,0
COc1cc(CN2CCC(C(=O)NCCC(C)C)CC2)ccc1OCc1ccccc1,9,-18,-7,-2.8,0,-2,2,-0.6,-2,2,10
Cn1c(NC(=O)/C=C\c2ccccc2)cc(=O)n(C)c1=O,2,-5,-1,1.3,0,-17,3,-0.4,-14,-11,8
COC(=O)c1ccc(CN2CCCC(C(=O)c3ccccc3OC)C2)cc1 (centres undefined),3,-13,-7,3.0,-3,-10,-5,-1.7,1,199,1
Cc1noc(C)c1S(=O)(=O)Nc1ccc(C(=O)NC2CCCCC2)cc1,5,10,-5,-0.4,1,2,1,0.7,1,15,5
Cc1ccc(-c2[nH]n3c(=O)c4c(nc3c2C)CCCC4)cc1,1,5,-1,-1.5,3,-4,-6,-1.6,6,6,-7
CCCCc1nnc(NC(=O)c2ccc(N3CCCC3=O)cc2)s1,-8,9,5,2.2,-13,-6,-3,-0.2,0,1,-7
CCOCc1nnc(NC(=O)c2ccc(OC)cc2)s1,-2,5,-20,1.9,2,4,-1,1.2,0,.,-12
COc1ccc(C2=Nc3ccccc3C2(O)CCN2C(=O)c3ccccc3C2=O)cc1 (centres undefined),1,3,2,0.7,-4,4,-3,-0.2,.,.,0
O=C(CSc1nnc(-c2ccccc2)o1)c1ccc2c(c1)OCCO2,6,15,6,-0.4,0,-5,3,0.0,-2,61,6
